Source: PubChem (several laboratories)
STAT3 act – IL-6 driven STAT3 reporter potentiators, primary screen, U3A cells, luciferase, luminescence, MLSCN library. activation (% of control), % at 5.6 µM. hit rate 0.91% among 190,000. AID 871, 2007. IL-6 STAT3-luciferase reporter; 100% = signal with IL-6 EC80 alone;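 active = activation above the screen-wide mean of compound activation plus 3 SD, cut at about 130% in these data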;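 note: 0% = background luminescence of wells with medium and substrate only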
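System – human U3A cells carrying STAT3-luciferase construct · Probe or stimulus – Interleukin-6, 33 ng/mL · Schedule – compound 1 h, then IL-6 6 h at 37 °C · Signal – luminescence from STAT3-driven luciferase reporter · Evaluation – percent of IL-6-only median luminescence · Benchmarks – IL-6-only high control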
STAT1 inh – STAT1 signaling inhibitors, primary screen, cell-based, HTS, luciferase reporter; NIH 3T3 STAT1-luciferase reporter, IFN-gamma, luminescence; inhibition, % at 5.5 µM; hit rate 0.35% among 200,000; AID 920, 2007;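 active = inhibition above a set limit, the mean inhibition across all tested compounds plus 3 SD, cut at about 34% in these data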;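 note: 0% = IFN-gamma with DMSO and 100% = IFN-gamma with 300 µM nifuroxazide; values of inactives mirror those of a sister screen read the other way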
FLuc inhib CS – firefly luciferase enzyme inhibitors, primary screen, artefact control for luciferase-based inhibitor screens, biochemical, luminescence, ATPLite. 10 min. hit rate 1.5% among 200,000. AID 1006, 2008. Luciferin 4-monooxygenase (Photinus pyralis), P08659. inhibition, % at 10 µM;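 active = inhibition above about 50% when tested at 10 µM, limit read from the data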
Target sequence (P08659 whole entry, looked up): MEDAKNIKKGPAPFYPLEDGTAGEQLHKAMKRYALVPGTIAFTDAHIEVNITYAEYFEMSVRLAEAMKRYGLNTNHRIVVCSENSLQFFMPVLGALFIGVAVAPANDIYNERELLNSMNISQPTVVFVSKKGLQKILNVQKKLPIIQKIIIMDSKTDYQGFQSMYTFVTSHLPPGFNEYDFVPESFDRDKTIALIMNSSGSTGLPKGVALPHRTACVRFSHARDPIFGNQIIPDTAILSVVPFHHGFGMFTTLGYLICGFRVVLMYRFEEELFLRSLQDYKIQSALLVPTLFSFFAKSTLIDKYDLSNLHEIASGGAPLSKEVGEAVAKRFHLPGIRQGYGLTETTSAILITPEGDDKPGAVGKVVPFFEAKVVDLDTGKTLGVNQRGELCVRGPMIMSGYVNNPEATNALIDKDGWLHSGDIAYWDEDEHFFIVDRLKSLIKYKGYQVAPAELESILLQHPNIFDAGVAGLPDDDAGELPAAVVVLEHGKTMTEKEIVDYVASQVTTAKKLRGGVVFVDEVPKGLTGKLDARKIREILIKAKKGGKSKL
APP transl inh – inhibitors of APP translation via 5'UTR reporter, primary screen, APP 5'UTR luciferase, SH-SY5Y cells. SH-SY5Y APP 5'UTR-luciferase reporter, luminescence. inhibition, % at 2 µM. hit rate 0.82% among 190,000;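 active = inhibition above a set limit, derived from the sample mean plus 3 SD, cut at about 45% in these data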; note: values of inactives mirror those of a sister screen read the other way
STAT3 inh – IL-6 driven STAT3 reporter inhibitors, primary screen, U3A cells, luciferase, luminescence, MLSCN library | IL-6 STAT3-luciferase reporter; host cell line lacks STAT1 | inhibition, % at 5.5 µM | hit rate 0.89% among 190,000 | AID 862, 2007;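 active = inhibition above the mean inhibition across all screened compounds plus 3 SD, cut at about 44% in these data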;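 note: 0% = DMSO only wells and 100% = 100 µM nifuroxazide control wells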
APP 5'UTR act – activators of APP 5'UTR luciferase reporter, primary screen, SH-SY5Y cells | SH-SY5Y APP 5'UTR luciferase reporter, luminescence; zero percent = DMSO vehicle wells | activation, % at 2 µM | hit rate 1% among 190,000;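 active = activation above a set limit, based on mean plus 3 SD of controls, cut at about 140% in these data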; note: values of inactives mirror those of a sister screen read the other way
FLuc act counter – FLuc activators, initial screening, artefact control for FLuc-dependent activation tests, biochemical, ATPlite luminescence | activation factor at 10 µM | ATPlite luciferase biochemical, 10 min; 0 = ATP-free wells, 1 = DMSO control | 200,000 tested, under 10 active | AID 1027, 2008 | Luciferin 4-monooxygenase (Photinus pyralis), P08659;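 active = luciferase activation factor, scaled between plate controls, of at least 2 with compound at 10 µM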
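Assay system – cell-free luciferase reagent · Medium – PBS-based ATP solution · Dosing – test compounds dosed from 2 mM stocks in 100% DMSO · Timing – 10 min, room temperature · Technique – light output (luminescence) · Measure – luminescence gain marking luciferase activators · Controls – No-ATP low control, compound-free enzyme-plus-ATP high control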
NF-kB neuron act – activators of NF-kB expression in neurons, primary screen, cell-based, HTS. human neuronal cells, NF-kB reporter expression; active compounds read high. fold change at 12.5 µM. hit rate 1.6% among 190,000; in the data active = fold change above about 3.3
ROMK primary – ROMK potassium channel modulators, primary screen, cell-based, thallium flux, MLSMR library | ATP-sensitive inward rectifier potassium channel 1 (Homo sapiens), P48048 | Tet-inducible ROMK, thallium flux fluorescence; actives lie on both sides | B-score at 10 µM | hit rate 2% among 130,000 | AID 1918, 2009;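 active = signal ratio slope over the read window, or its plate-corrected B-score, at least 3 SD from the plate mean, either direction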;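 note: B-score of the F/F0 ratio slope over 7 to 12 s after thallium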
Target sequence (P48048 whole entry, looked up): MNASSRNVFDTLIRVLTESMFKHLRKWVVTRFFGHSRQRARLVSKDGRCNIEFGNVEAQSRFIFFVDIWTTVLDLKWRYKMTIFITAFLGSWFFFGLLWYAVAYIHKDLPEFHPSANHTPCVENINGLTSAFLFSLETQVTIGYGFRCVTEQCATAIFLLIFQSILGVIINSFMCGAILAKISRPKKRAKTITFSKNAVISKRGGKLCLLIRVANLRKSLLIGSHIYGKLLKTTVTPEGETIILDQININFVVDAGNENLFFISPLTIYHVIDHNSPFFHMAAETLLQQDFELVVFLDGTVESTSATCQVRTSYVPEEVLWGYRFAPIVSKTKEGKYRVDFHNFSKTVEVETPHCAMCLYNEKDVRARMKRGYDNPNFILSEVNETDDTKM
STAT1 activator – STAT1 signaling activators, primary screen, cell-based, HTS, luciferase reporter; AID 932, 2007; NIH 3T3 STAT1-luciferase reporter, IFN-gamma, luminescence; 100% = IFN-gamma alone, no compound; hit rate 2.6% among 200,000; activation (% of control), % at 5.5 µM;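 active = activation above the screen-wide mean activation plus 3 SD, cut at about 130% in these data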;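 note: raw ratio to IFN-gamma control signal so 100% means no change and 0% no light; values of inactives mirror those of a sister screen read the other way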
An asterisk follows results filed as active; . = not tested or not shown.

no.	canonical_smiles	STAT3 act	STAT1 inh	FLuc inhib CS	APP transl inh	STAT3 inh
1	O=C(NC12CC3CC(CC(C3)C1)C2)C1CCCN1C(=O)NC1CCCCC1 (stereo unspecified)	107	-4	-5	-5	-4
2	COc1ccccc1NC(=O)CN(c1ccc(C23CC4CC(CC(C4)C2)C3)cc1)S(C)(=O)=O	101	5	-7	-2	3
3	Cc1c(C(=O)NN)nc2ccccn12	105	-24	-3	6	-1
4	CN(C)c1ccc(/C=C/c2cc[n+]([O-])cc2)cc1	97	-12	5	-49	6
5	CC(=O)N(CCC(Cc1ccccc1)c1ccc2c(c1)OCO2)Cc1ccccc1F (stereo unspecified)	98	2	-4	9	14
6	OC(C#CCN1CCOCC1)(c1ccccc1)C1CC1 (stereo unspecified)	104	7	-8	-7	2
7	CCOC(=O)CN1C(=O)C(CC)Oc2ccc(Cl)cc21 (stereo unspecified)	107	5	-6	-7	-6
8	Cc1ccc(O)c(C2=NNC(O)(C(F)(F)F)C2)c1 (stereo unspecified)	98	-9	-6	-20	7
9	COc1ccc(/C=N/Nc2ncnc3sc4c(c23)CCCC4)cc1O	147*	-3	34	-4	-41
10	O=C(/C=C/c1ccco1)N(c1ccccn1)c1ccccn1	108	2	2	-8	-4
11	NC(=O)C[C@@H]1N[C@]2(C(=O)Nc3ccccc32)[C@@H]2C(=O)N(c3cc(C(F)(F)F)ccc3Cl)C(=O)[C@H]12	129	1	-10	8	-33
12	CCC(=O)N1CCN(c2ccc(NC(=S)NC(=O)C(C)C)cc2)CC1	101	2	-1	-15	5
13	CCn1c(=O)c(C(=O)CN2CCN(S(=O)(=O)c3cc(C)ccc3C)CC2)c(N)n(Cc2ccccc2)c1=O	98	8	-4	-1	6
14	CCOC(=O)N1CCN(C(=O)CCCCCn2c(=S)[nH]c3ccsc3c2=O)CC1	100	6	-5	0	3
15	C=CC[N+](C)(C)CCN1C(=O)C2C(c3ccccc3)C=CC(c3ccccc3)C2C1=O (stereo unspecified)	110	-7	-8	4	-5

no.	APP 5'UTR act	FLuc act counter	NF-kB neuron act	ROMK primary	STAT1 activator
1	5	1	1	-0.52	104
2	2	1.1	0.75	1.3	95
3	-6	1	1.1	.	121
4	49	1	2.1	.	111
5	-9	1	1	.	98
6	7	1.1	1.6	-0.041	94
7	7	1.1	0.98	-0.46	95
8	20	1.1	1.6	0.12	108
9	4	0.7	0.54	-0.3	102
10	8	1	1.3	0.85	100
11	-8	1.1	1.1	0.35	99
12	15	1	1.2	-1.6	96
13	1	1	0.81	-0.57	93
14	0	1	0.87	0.97	94
15	-4	1.1	1	0.075	106

(further entries)
no.	canonical_smiles	STAT3 act	STAT1 inh	FLuc inhib CS	APP transl inh	STAT3 inh
16	COc1ccc(Cl)cc1NC(=S)N1CCC(c2ccc(C)cc2)C1 (stereo unspecified)	98	-9	0	1	6
17	CCOC(=O)CSc1nccc(N(C)C)c1C#N	84	1	-5	-1	24
18	Nc1c(Cl)ncnc1N1CCCC1	94	-4	-7	5	9
19	COCCCNC(=O)Cn1cc(C(C)=O)c2ccccc21	91	0	-5	6	12
20	Cc1c(NC(=O)c2cc(-c3cccs3)nc3ccccc23)c(=O)n(-c2ccccc2)n1C	109	-3	-5	-29	-12
21	CCC(=O)N1CCc2cc(S(=O)(=O)NC(Cc3ccccc3)C(=O)Nc3nccs3)ccc21 (stereo unspecified)	84	3	-5	0	25
22	CC1=NN(C(C#N)c2ccccc2O)C(C)(C)C1 (stereo unspecified)	100	-1	-7	-24	7
23	Cc1nnc(SCC2CCCO2)n1-c1ccccc1 (stereo unspecified)	92	2	-4	5	13
24	CCOc1cc(N2CCOCC2)c(OCC)cc1NC(=O)CN1C(=O)NC2(CCc3ccccc32)C1=O (stereo unspecified)	101	12	-1	-9	4
25	Nc1nnc(CC(=O)N/N=C/c2cccc([N+](=O)[O-])c2)s1	102	5	-3	-12	5
26	CCCCCn1c(SCCC(C)C)nc2c1c(=O)[nH]c(=O)n2C	105	-2	-8	-9	-1
27	CN1CCN(C(c2cc3cc4c(cc3[nH]c2=O)OCCO4)c2nnnn2C2CCCC2)CC1 (stereo unspecified)	99	2	-4	-14	10
28	CCOC(=O)COc1cc(Br)c(C2NC(=O)NC(C)=C2C(C)=O)cc1OCC (stereo unspecified)	100	2	-7	-3	1
29	COc1ccc(NC(=O)c2ccc(CNc3c(NC4CCCCC4)c(=O)c3=O)cc2)c(OC)c1	95	11	-2	8	14
30	Clc1ccccc1Oc1cnc2ccccc2n1	90	-2	-4	-11	16

no.	APP 5'UTR act	FLuc act counter	NF-kB neuron act	ROMK primary	STAT1 activator
16	-1	1	1.1	0.023	106
17	1	1	1.2	.	99
18	-5	1.1	1	0.47	102
19	-6	1	1.2	0.024	102
20	29	1.1	0.45	0.0017	103
21	0	1.1	0.94	-0.24	97
22	24	1.1	1.2	1.6	99
23	-5	1	1.1	.	96
24	9	1	1.2	-0.78	89
25	12	1	1.1	0.68	96
26	9	1.1	1.1	.	101
27	14	1	1.3	-0.66	98
28	3	1.1	1.4	.	94
29	-8	1	1.3	.	90
30	11	1	1.1	.	102

Further records.
no.	canonical_smiles	STAT3 act	STAT1 inh	FLuc inhib CS	APP transl inh	STAT3 inh
31	Cc1cccc(Nc2nc(-c3ccncc3)cs2)c1	112	-34	0	-50	-1
32	O=C(NCC1(c2ccccc2)CCCC1)c1ccccc1Br	106	2	-6	3	-7
33	Cc1cc(COc2ccccc2OCCN2CCN(C)CC2)no1	92	3	-2	-17	13
34	COCCNS(=O)(=O)c1cc(C)c(C)cc1C	98	8	-3	9	1
35	CC(C)(C)C(=O)N1CCN(c2ccc([N+](=O)[O-])cc2Cl)CC1	91	-10	.	-15	18
36	Cc1ccc(CSc2ccc3nnc(-c4ccccn4)n3n2)cc1	98	-4	-7	-7	9
37	O=C(c1cc(-c2ccc(Cl)c(Cl)c2)on1)N1CCCCC1	98	-65	2	-37	7
38	O=C(CN(CC1CCCO1)C(=O)CNS(=O)(=O)c1ccccc1)NCc1ccccc1 (stereo unspecified)	104	0	-9	-4	-5
39	O=C(CNC1C(=O)Nc2ccccc21)Sc1ccccc1 (stereo unspecified)	99	1	7	-4	7
40	Cc1c(NC(=O)CC(C)C)c(=O)n(-c2ccccc2)n1C	90	12	-7	-20	15
41	CCN(CC)S(=O)(=O)c1ccc(C(=O)Nc2nnc(-c3ccco3)o2)cc1	102	0	-2	-10	4
42	Cn1c2ccccc2c(=O)c2c(=O)n(-c3ccccc3)c(C3CCCCC3)nc21	134*	0	-5	-10	-45
43	O=C(O)CNC(=O)/C=C/c1c(Cl)cccc1Cl	109	3	2	-34	-4
44	CCn1c2ccccc2c2cc(NC(=O)CSc3nnnn3-c3ccccc3)ccc21	98	7	-7	-10	8
45	CCOC(=O)C1CCCN(c2nc3ccccc3nc2C(C#N)C(=O)OCC)C1 (stereo unspecified)	105	0	-8	-8	0

no.	APP 5'UTR act	FLuc act counter	NF-kB neuron act	ROMK primary	STAT1 activator
31	51	1	0.67	-0.67	130*
32	-3	1.1	0.9	0.011	98
33	17	1	1	1	97
34	-9	1	1.1	-0.65	92
35	15	.	.	.	101
36	7	1.1	0.87	-2	104
37	37	1	3.2	-0.36	159*
38	4	1.1	1.2	-0.46	100
39	4	0.9	1.3	0.13	99
40	20	1.1	1.4	-0.015	89
41	10	1	0.86	-0.25	98
42	11	1.1	1.1	0.76	100
43	34	1	1	0.019	96
44	36	1.1	0.98	1	93
45	8	1.1	0.49	.	101

Entries 31–36, quoted:
no.	canonical_smiles	STAT3 act	STAT1 inh	FLuc inhib CS	APP transl inh	STAT3 inh
31	Cc1cccc(Nc2nc(-c3ccncc3)cs2)c1	112	-34	0	-50	-1
32	O=C(NCC1(c2ccccc2)CCCC1)c1ccccc1Br	106	2	-6	3	-7
33	Cc1cc(COc2ccccc2OCCN2CCN(C)CC2)no1	92	3	-2	-17	13
34	COCCNS(=O)(=O)c1cc(C)c(C)cc1C	98	8	-3	9	1
35	CC(C)(C)C(=O)N1CCN(c2ccc([N+](=O)[O-])cc2Cl)CC1	91	-10	.	-15	18
36	Cc1ccc(CSc2ccc3nnc(-c4ccccn4)n3n2)cc1	98	-4	-7	-7	9

no.	APP 5'UTR act	FLuc act counter	NF-kB neuron act	ROMK primary	STAT1 activator
31	51	1	0.67	-0.67	130*
32	-3	1.1	0.9	0.011	98
33	17	1	1	1	97
34	-9	1	1.1	-0.65	92
35	15	.	.	.	101
36	7	1.1	0.87	-2	104

Following part:
no.	canonical_smiles	STAT3 act	STAT1 inh	FLuc inhib CS	APP transl inh	STAT3 inh
46	Nc1nc(C2CC(=O)OC23CCCCC3)cs1 (stereo unspecified)	92	-4	-2	8	11
47	CCC(=O)c1ccc(N2CCN(C(=O)c3cc([N+](=O)[O-])ccc3F)CC2)c(F)c1	100	-2	-8	-8	9
48	CCCC(C)NC(=O)c1ccc(C2SCC(=O)N2Cc2ccco2)cc1 (stereo unspecified)	100	5	-5	8	0
49	CCOC(=O)N1CCC(NC(=O)CCc2c(C)nc3nc(C)nn3c2C)CC1	100	0	-6	2	6
50	CC(Oc1ccccc1)c1ccnc2nc(N3CCOCC3)nn12 (stereo unspecified)	101	-14	-6	-12	3
51	CCCCC(=O)c1ccc(O)cc1O	104	1	.	11	-2
52	CNS(=O)(=O)c1cc(C(=O)O)ccc1OC	94	-4	-11	0	11
53	COc1ccc(CSc2nc3ccccc3[nH]2)cc1	74	-9	82*	-150	37
54	Cc1ccc(S(=O)(=O)N2CCN(C(=O)C3COc4ccccc4O3)CC2)cc1C (stereo unspecified)	100	2	-7	-11	7

no.	APP 5'UTR act	FLuc act counter	NF-kB neuron act	ROMK primary	STAT1 activator
46	-8	1	1.2	.	103
47	8	1.1	0.99	0.044	102
48	-8	1	1.6	0.95	97
49	-2	1.1	0.9	.	101
50	12	1.1	1.3	-0.17	110
51	-11	.	1.5	0.78	99
52	0	1.1	1.1	1.3	102
53	150*	0.2	5.7*	.	108
54	11	1.1	0.89	.	98

Rows were taken by chance (roughly 7.1% active in at least one column).
